From PubChem BioAssay
SIAH1 antagonists: Siah-1 peptide-binding antagonists, primary screen, biochemical, fluorescence polarization, rhodamine-plectin, uHTS (AID 1817); displacement, % at 20 µM; hits with a dose series show IC50 in µM; 290,000 compounds, 0.02% hits; Siah-1 / rhodamine-plectin peptide fluorescence polarization; higher % means a stronger effect;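 active = displacement of at least 50% at 20 µM, with a fluorescence ratio check between 0.3 and a set limit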;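 also: plate controls were Siah plus tracer with DMSO for no effect and tracer alone without Siah for full effect; strong numbers were not always called active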
NTR1 ag: agonists of NTR1, primary screen, imaging, U2OS cells, beta-arrestin-GFP, high content (AID 493036); 330,000 compounds, 0.17% hits; P30989; activation, % at 20 µM; NTR1-U2OS beta-arrestin-GFP spot imaging, agonist mode;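 active = activation at or above 40% of the spot to cytoplasm intensity ratio, with at least 20 cells analyzed; inconclusive = wells under 20 cells, flagged as cytotoxic or low count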;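 also: 0% = DMSO without peptide and 100% = 100 nM NTR1 peptide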
Target sequence (P30989 whole entry, looked up): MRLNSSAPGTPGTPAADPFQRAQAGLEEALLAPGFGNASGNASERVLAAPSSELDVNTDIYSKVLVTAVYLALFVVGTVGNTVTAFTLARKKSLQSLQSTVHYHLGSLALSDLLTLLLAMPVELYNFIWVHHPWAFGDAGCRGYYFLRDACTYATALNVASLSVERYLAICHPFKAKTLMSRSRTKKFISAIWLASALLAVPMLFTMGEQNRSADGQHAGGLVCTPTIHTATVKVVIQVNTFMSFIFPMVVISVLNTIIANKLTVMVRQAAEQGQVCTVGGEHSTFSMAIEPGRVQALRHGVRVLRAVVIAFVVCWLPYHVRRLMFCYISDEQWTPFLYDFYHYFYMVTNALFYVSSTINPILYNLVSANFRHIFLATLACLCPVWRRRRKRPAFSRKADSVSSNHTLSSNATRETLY
AID2073: disruptors of CaV2.2 binding to Mint1 – biochemical, HTRF (AID 2073) | inhibition, % at 20 µM, or IC50 in µM where a hit was titrated | HTRF protein-protein interaction, Mint1-CaV2.2; higher % means a stronger effect | 290,000 compounds, 0.19% hits; in the data active = inhibition mostly above about 51%, no sharp cut-off; inconclusive = no clear call, values can overlap the other calls; inactive = mostly below about 53%; also: some results filed as inactive read as strong as hits
SV40 large T antigen: SV40 large T antigen inhibitors, biochemical (AID 1903). SV40 large T antigen ATPase/helicase inhibition assay; higher % means a stronger effect. inhibition, % at 20 µM; hits with a dose series show IC50 in µM. 310,000 compounds, 0.39% hits; in the data active = a potency from the dose series; inconclusive = inhibition mostly from about 32% at the one dose, without a potency; inactive = the rest, 99 in 100 with inhibition below about 32%; also: strong numbers were not always called active
RSV antiviral HEp-2: RSV antiviral activity via CPE protection, HEp-2 cells, primary 10 µM value included (AID 2391); HEp-2 cells, RSV-induced CPE inhibition; higher % means a stronger effect; CPE inhibition, % at 10 µM, or IC50 in µM where a hit was titrated; 310,000 compounds, 0.13% hits; in the data active = a potency from the dose series; inconclusive = CPE inhibition mostly from about 23% at the one dose, without a potency; inactive = the rest, 99 in 100 with CPE inhibition below about 21%; also: strong numbers were not always called active
UTI89 phage lysis: protection from phage-mediated lysis, alamar blue read-out – E. coli UTI89, K1F phage, bacterial capsule biogenesis inhibitors (AID 488966); E. coli UTI89 K1F phage lysis, alamar blue, 2 h; higher % means a stronger effect; 340,000 compounds, 0.02% hits; inhibition, % at 100 µM; hits with a dose series show IC50 in µM;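 active = phage lysis inhibition, versus mean bacterial control, above a set limit; inconclusive = no clear call, values can overlap the other calls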;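 also: capsule biogenesis inhibitors block K1F phage lysis so surviving cells raise fluorescence; higher fluorescence means more inhibition of phage lysis; actives were called in the ten point dose series up to 300 µM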
Dengue-2 NS5 capping: flavivirus cap methylation enzyme inhibition – biochemical, confirmation dose response, primary screen (AID 588689); Dengue-2 NS5 methyltransferase capping enzyme assay, biochemical; higher % means a stronger effect; inhibition, % at 25 µM; hits with a dose series show IC50 in µM; 340,000 compounds, 0.3% hits; in the data active = a potency from the dose series; inconclusive = inhibition above about 29% without an active follow-up result
MgcRacGAP inhibition: MgcRacGAP GTPase-activating activity inhibitors, confirmation, biochemical, ADP Hunter fluorescence | inhibition, % at 30 µM; hits with a dose series show IC50 in µM | AID 624330 | 340,000 compounds, 0.6% hits | MgcRacGAP-stimulated Rac1 GTP hydrolysis, ADP Hunter fluorescence; higher % means a stronger effect; GST-tagged Rac1 F28L mutant substrate;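 active = first-screen hits whose inhibition reached a set limit at any dose in the follow-up dose series; inconclusive = inhibition above the set first-screen limit but never retested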;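 also: fluorescence reports GDP produced by GAP-driven GTP hydrolysis; strong numbers were not always called active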
West Nile antiviral: West Nile virus antiviral activity, cell-based, CPE readout (AID 1621); 290,000 compounds, 0.02% hits; West Nile virus-infected cells, CPE inhibition; higher % means a stronger effect; CPE inhibition, % at 10 µM, or IC50 in µM where a hit was titrated; in the data active = a potency from the dose series; inconclusive = CPE inhibition mostly from about 3.7% at the one dose, without a potency; inactive = the rest, 99 in 100 with CPE inhibition below about 2.2%; also: strong numbers were not always called active
NTR1 ag cell count 20 µM: also measured in NTR1 ag; calls as there; cell count; measured here: cell count, cytotoxicity flag
Dengue-2 NS5 capping pilot replicate: also measured in Dengue-2 NS5 capping; calls as there; inhibition, %; measured here: pilot screen replicate inhibition
The depositor's hits bear a star; i = inactive; ? = inconclusive; . = not tested or not shown; [ ] = remark or other dose.

SMILES	SIAH1 antagonists	NTR1 ag	NTR1 ag cell count 20 µM	AID2073	SV40 large T antigen	RSV antiviral HEp-2	UTI89 phage lysis	Dengue-2 NS5 capping	MgcRacGAP inhibition	West Nile antiviral	others
O=C(c1ccc(=O)oc1)N1CCC(C(O)(c2ccccc2)c2ccccc2)CC1	-3%	-0.4	65	-1%	6%	.	-0.5%	-9%	7%	0.3%
CCC1Sc2ccc(S(=O)(=O)CCC(=O)Nc3c(Cl)cc(OC)cc3OC)cc2NC1=O (stereo unspecified)	22%	1.2	57	37%	2%	12%	0.0%	0%	6%	0.1%
CC(C)C1S/C(=N/N=C/c2ccco2)NC1=O (stereo unspecified)	0%	1.5	53	-2%	1%	-1.3%	4.5%	-4%	2%	-0.1%
CCOC(=O)C1CCCN(C(=O)c2ccccc2NC(=O)C2=C(C)OCCS2)C1 (stereo unspecified)	-2%	1.5	76	-12%	9%	0.3%	0.3%	-8%	3%	0.0%
O=C(CN1CCCCC1)N1c2ccccc2Oc2ccccc21	2%	0.1	45	1%	10%	3.7%	1.4%	-3%	11%	-0.1%
CN(C)c1ccc(NC(=O)COC(=O)c2ccc3c(c2)OCO3)cc1	.	3.6	40	.	.	.	0.1%	5%	63µM*	.
O=C(Cc1ccccc1)N/N=C/c1ccc(OC(=O)/C=C\c2ccco2)cc1	26%	-1.5	81	36%	28%	3.4%	1.2%	-78%	8%	0.8%
O=C(O)CCn1ncc2ccccc2c1=O	0%	1.7	59	1%	22%	0.2%	0.3%	.	12%	0.3%
CCS(=O)(=O)Nc1ccc(C(=O)c2ccccc2)cc1	0%	-1.3	54	6%	21%	1.8%	1.7%	-3%	6%	0.6%
O=C1CC/C=C\C[C@@H](CC(=O)N(CCO)Cc2ccccc2)C(=O)NC[C@@H](c2ccccc2)O1	.	-0.3	51	.	.	.	0.8%	-7%	5%	.
CCc1c(C)sc(NC(=O)C2CCCCC2C(=O)O)c1C(N)=O (stereo unspecified)	-4%	-4.0	97	-3%	6%	3.5%	2.9%	14%	9%	0.3%
O=S(=O)(NCCNS(=O)(=O)c1ccc(F)cc1)c1ccc(F)cc1	-2%	-0.4	79	3%	10%	-0.5%	11%	1%	-6%	-0.4%
O=C(Nc1ccc(S(=O)(=O)N2CCOCC2)cc1)c1ccc(Cl)s1	7%	-0.6	38	6%	1%	-1.6%	1.7%[50 µM]	-3%	2%	0.3%
Cc1nc2nc(NC(=O)c3ccco3)[nH]n2c(=O)c1C	6%	-0.3	51	10%	8%	0.4%	0.4%	1%	11%	0.0%
O=c1c(-c2ccccc2)nc(-c2ccccc2)cn1O	2%	-1.3	43	8%	-2%	5.5%	1.1%	8%	9%	0.1%

4 compounds picked at random from the list so far, as already listed:
SMILES	SIAH1 antagonists	NTR1 ag	NTR1 ag cell count 20 µM	AID2073	SV40 large T antigen	RSV antiviral HEp-2	UTI89 phage lysis	Dengue-2 NS5 capping	MgcRacGAP inhibition	West Nile antiviral	others
O=C(Cc1ccccc1)N/N=C/c1ccc(OC(=O)/C=C\c2ccco2)cc1	26%	-1.5	81	36%	28%	3.4%	1.2%	-78%	8%	0.8%
CCc1c(C)sc(NC(=O)C2CCCCC2C(=O)O)c1C(N)=O (stereo unspecified)	-4%	-4.0	97	-3%	6%	3.5%	2.9%	14%	9%	0.3%
O=C(O)CCn1ncc2ccccc2c1=O	0%	1.7	59	1%	22%	0.2%	0.3%	.	12%	0.3%
CC(C)C1S/C(=N/N=C/c2ccco2)NC1=O (stereo unspecified)	0%	1.5	53	-2%	1%	-1.3%	4.5%	-4%	2%	-0.1%

Returning to the listing, repeating the 2 entries before the break.
SMILES	SIAH1 antagonists	NTR1 ag	NTR1 ag cell count 20 µM	AID2073	SV40 large T antigen	RSV antiviral HEp-2	UTI89 phage lysis	Dengue-2 NS5 capping	MgcRacGAP inhibition	West Nile antiviral	others
Cc1nc2nc(NC(=O)c3ccco3)[nH]n2c(=O)c1C	6%	-0.3	51	10%	8%	0.4%	0.4%	1%	11%	0.0%
O=c1c(-c2ccccc2)nc(-c2ccccc2)cn1O	2%	-1.3	43	8%	-2%	5.5%	1.1%	8%	9%	0.1%
O=C(CCN1CCN(c2ccc(Cl)cc2)CC1)Nc1ccccc1F	0%	2.0	42	0%	12%	0.3%	0.2%	-2%	10%	1.1%
CS(=O)(=O)N1CCC(C(=O)Nc2ccc(Cl)c(C(F)(F)F)c2)CC1	2%	0.0	67	5%	1%	1.4%	0.3%	-5%	4%	-1.0%
COc1ccc(OC)c(NC(=O)COC(=O)C2CCCCC2)c1	.	-1.5	51	.	.	.	1.5%	-15%	-7%	.
O=C(NCc1ccncc1)c1ccc(Cn2cc(C(F)(F)F)ccc2=O)cc1	0%	-0.2	74	11%	-10%	1.8%	0.3%	-1%	5%	0.2%	Dengue-2 NS5 capping pilot replicate=3.3
O=C(CSc1nnc2c(n1)[nH]c1ccc(S(=O)(=O)N3CCOCC3)cc12)Nc1ccccc1Cl	3%	4.2	44	20%	3%	-0.1%	0.1%	8%	7%	1.1%
COc1ccccc1C(=O)COC(=O)Cn1c(C)csc1=O	.	0.0	53	.	24%	0.3%	1.0%[50 µM]	-1%	3%	.
CC(=O)c1ccc(N2CCN(C(=O)c3cc(C)on3)CC2)cc1	1%	0.0	67	15%	1%	1.0%	11%	0%	4%	-0.6%
Cc1ccc(-c2nc(=O)[nH]c3ccc(Br)cc23)cc1	14%	-0.2	48	23%	11%	3.1%	-0.1%	-3%	8%	-0.5%	Dengue-2 NS5 capping pilot replicate=-2.7
Cc1ccc(NS(=O)(=O)c2cccc(C(=O)O)c2)c(C)c1	1%	-1.4	61	-5%	3%	-0.1%	2.8%	-1%	0%	0.4%
COc1ccc(C(=O)c2cc([N+](=O)[O-])ccc2N2CCN(C)CC2)cc1	1%	0.0	94	-7%	-6%	-0.3%	-0.2%	-2%	5%	-0.9%
COC(=O)c1ccccc1NC(=O)CSc1nnc(-c2ccc(C)cc2)o1	-1%	.	.	-5%	-6%	.	.	.	.	0.4%
O=C(NCc1cccs1)c1cc(-c2ccncc2)nc2ccc(Br)cc12	-2%	6.7	49	27%	-2%	2.4%	.	.	.	0.1%
CCOC(=O)Cc1cn2c(=O)cc(CSCC(=O)Nc3ccc(C)c(C)c3)nc2s1	0%	1.0	93	26%	2%	0.5%	-0.4%	-1%	-3%	-0.4%
NC(=O)CC(NC(=O)Cc1cccc2ccccc12)c1ccc(N2CCN(c3ccc(F)cc3)CC2)c([N+](=O)[O-])c1 (stereo unspecified)	-5%	3.9	106	10%	-2%	0.1%	0.3%	-6%	4%	-0.1%
COC(=O)[C@@]1(Cc2ccc(OC)cc2)[C@H]2c3cc(C(=O)N4CCCC4)n(Cc4ccc(OC)c(OC)c4)c3C[C@H]2CN1C(=O)c1ccccc1	32%	.	.	-2%	7%	.	.	.	.	1.6%

The final five compounds of the section above are carried over, then new ones follow:
SMILES	SIAH1 antagonists	NTR1 ag	NTR1 ag cell count 20 µM	AID2073	SV40 large T antigen	RSV antiviral HEp-2	UTI89 phage lysis	Dengue-2 NS5 capping	MgcRacGAP inhibition	West Nile antiviral	others
COC(=O)c1ccccc1NC(=O)CSc1nnc(-c2ccc(C)cc2)o1	-1%	.	.	-5%	-6%	.	.	.	.	0.4%
O=C(NCc1cccs1)c1cc(-c2ccncc2)nc2ccc(Br)cc12	-2%	6.7	49	27%	-2%	2.4%	.	.	.	0.1%
CCOC(=O)Cc1cn2c(=O)cc(CSCC(=O)Nc3ccc(C)c(C)c3)nc2s1	0%	1.0	93	26%	2%	0.5%	-0.4%	-1%	-3%	-0.4%
NC(=O)CC(NC(=O)Cc1cccc2ccccc12)c1ccc(N2CCN(c3ccc(F)cc3)CC2)c([N+](=O)[O-])c1 (stereo unspecified)	-5%	3.9	106	10%	-2%	0.1%	0.3%	-6%	4%	-0.1%
COC(=O)[C@@]1(Cc2ccc(OC)cc2)[C@H]2c3cc(C(=O)N4CCCC4)n(Cc4ccc(OC)c(OC)c4)c3C[C@H]2CN1C(=O)c1ccccc1	32%	.	.	-2%	7%	.	.	.	.	1.6%
O=C(N/N=C/c1ccc(O)c2ncccc12)c1cccc(Br)c1	44%	2.8	35	14%	2%	-4.8%	i	-9%	24%	?
O=C(CSc1nnc(CNc2ccc(F)cc2)o1)OC1CCCCC1	0%	-0.9	93	0%	5%	1.1%	-0.1%	4%	7%	0.0%
Cc1cc(N2CCN(c3ccccc3)CC2)n2c(n1)nc1ccccc12	-3%	-0.1	47	11%	15%	3.7%	10%	-14%	17%	0.1%
COc1cc(C(=O)NCc2nnc(SCC(=O)Nc3cccc(C(F)(F)F)c3)o2)cc(OC)c1OC	10%	0.8	67	11%	2%	0.8%	0.6%	-1%	-2%	0.1%
c1ccc(-c2noc(-c3ccc4ccccc4c3)n2)cc1	3%	0.3	64	19%	14%	0.4%	-0.9%	1%	4%	-0.6%
O=C(NCc1ccccn1)C(=O)Nc1cc2c3c(c1)CC(=O)N3CCC2	.	0.4	56	.	10%	0.7%	0.6%[50 µM]	3%	4%	.
Cc1ccccc1NC(=O)C(=O)NCCCN1CCOCC1	7%	0.9	36	-5%	20%	2.5%	0.5%	4%	5%	0.4%
O=C(O)C(O)(c1ccccc1)C(O)c1ccccc1 (stereo unspecified)	.	0.6	36	.	1%	-0.1%	0.9%	1%	4%	.
CCC/C=N/NC(=O)c1cc(Br)ccc1O	-9%	0.7	63	4%	0%	2.3%	11%	-1%	0%	0.4%
Cc1cc2ccccc2c(=O)n1CC(=O)NCC(=O)N1CCN(c2ccccc2F)CC1	-4%	-2.4	78	-3%	4%	-0.7%	-0.3%	-4%	1%	-1.1%
O=C(CSc1ccc(-c2ccc(F)cc2)nn1)N1CCCCC1	6%	-2.4	56	1%	5%	-0.2%	4.9%	-11%	8%	-1.1%
Cc1cc(NC(=O)Cn2nc(C(F)(F)F)c3c2CCCC3)no1	5%	-0.9	46	22%	4%	-0.1%	0.4%	2%	-1%	-0.2%
S=C(c1ccc(-c2cccc(Cl)c2)o1)N1CCCCC1	6%	-0.1	51	6%	10%	11%	-0.4%	-3%	4%	-0.8%
Cc1cccc(-n2nnc(C(=O)NCc3ccc4c(c3)OCO4)c2N)c1	2%	-1.0	80	6%	5%	2.5%	0.5%	-1%	2%	-0.5%
O=C(N/N=C/c1ccc(OC(=O)c2ccccc2Cl)cc1)c1ccc(O)cc1	-3%	41*	65*	0%	-5%	-0.3%	-0.3%[50 µM]	0%	13%	0.3%
